# D1 potentiator: human D1 dopamine receptor positive modulation; potentiation, % at 10 µM; hit rate 0.036% among 360,000; P21728; HEK293 TREx D1 cells, calcium flux, dopamine EC20 potentiation; in the data active means potentiation above about 30%; further: 0% is about no effect
# D1 agonist: activates the human D1 dopamine receptor; hit rate 1% among 360,000; HEK293 T-REx D1 cells, calcium flux, agonist mode; P21728; activation, % at 2 µM; in the data active means activation above about 30%; further: 0% is about no effect
#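 Agonism was scored from calcium flux recorded over 180 s (1 read/s) after pintool compound addition, following a 10-cycle baseline. Cells were inducible force-coupled HEK293 TREx D1, plated overnight at 30 C and loaded with no-wash calcium dye.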
# GRP78 ERSR act: induces the endoplasmic reticulum stress response in human glioma cells | Potency, µM, for the others: top-dose activation, hits mostly activators | AID 602332 | hit rate 0.02% among 420,000 | U87-MG GRP78 promoter luciferase reporter, 16 h; further: potency means the concentration at half of the fitted maximal effect; series mostly up to about 76 µM; % of control where 0% means no effect; nearly all actives have a fitted effect of over 35% in size
#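 Stably transfected U87-MG human glioma cells carrying a GRP78-based luminescent sensor were seeded at 1000 cells/well, pin-dosed with compounds and incubated 16 h. Luciferase reagent was then added, and end-point luminescence was read after 10 min at room temperature.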
# Vif-A3F inh: inhibitors of Vif-A3F interaction; HeLa A3F-eYFP + Vif (tagged APOBEC3F with the HIV-1 protein that degrades it), YFP fluorescence increase; Potency, µM (titrated, usually from 46.1 µM), for inactives: at the highest dose activity, negative = active; hit rate 0.2% among 390,000; AID 602313; further: potency means the concentration at half of the fitted maximal effect; % of control where 0% means no effect; nearly all actives have a fitted effect of over 65% in size
#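 HeLa cells stably expressing Vif plus C-terminally eYFP-tagged A3F were seeded, incubated overnight at 37 deg C, dosed with compound, incubated overnight again at 37 deg C. Yellow fluorescence (Ex 488/Em 500-530) reported blocked Vif-mediated A3F-eYFP degradation.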
# Vif-APOBEC3G blk: blocks the Vif interaction with human APOBEC3G | AID 602310 | hit rate 0.076% among 410,000 | HeLa A3G-eYFP + Vif (tagged APOBEC3G with the HIV-1 protein that degrades it), YFP fluorescence, overnight | Q9HC16 | Potency, µM (series often up to 46.1 µM), inactives show at the top dose activity, negative = active, hits mostly inhibitors;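 further: potency means the concentration at half of the fitted maximal effect; on the % scale 0 is the no-effect control and ±100 the full control effect; nearly all actives have a fitted effect of over 60% in size; hits raise eYFP signal because A3G escapes Vif-driven loss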
# Target sequence (Q9HC16 whole entry, looked up): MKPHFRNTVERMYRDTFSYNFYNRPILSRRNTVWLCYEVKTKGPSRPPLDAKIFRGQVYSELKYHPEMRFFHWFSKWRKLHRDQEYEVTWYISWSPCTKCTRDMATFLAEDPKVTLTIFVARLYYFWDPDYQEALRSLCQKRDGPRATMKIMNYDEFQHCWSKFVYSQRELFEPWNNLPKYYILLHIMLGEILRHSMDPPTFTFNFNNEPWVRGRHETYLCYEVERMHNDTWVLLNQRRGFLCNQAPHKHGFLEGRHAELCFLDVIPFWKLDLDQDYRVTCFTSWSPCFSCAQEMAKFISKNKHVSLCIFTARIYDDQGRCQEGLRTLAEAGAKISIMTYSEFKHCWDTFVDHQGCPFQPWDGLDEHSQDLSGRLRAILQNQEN
#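 Read-out is eYFP fluorescence (Ex 488/Em 500-530) from Vif-expressing HeLa A3G-eYFP cells; more signal means A3G escaped Vif-mediated degradation. Cells plated overnight, compound pinned in, incubated overnight at 37 deg C.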
# RXFP1 ag: agonists of human relaxin receptor RXFP1 | Q9HBX9 | HEK293T-RXFP1 cAMP TR-FRET, 30 min; response scale: percent of porcine relaxin response, buffer zero | Potency, µM (highest dose often 57.5 µM), for the others: at the highest dose activation, hits mostly activators | hit rate 0.3% among 370,000; further: potency means the concentration at half of the fitted maximal effect; on the % scale 0 is the no-effect control and ±100 the full control effect; nearly all actives have a fitted effect of over 60% in size; many of its hits are not listed in these tables
#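 cAMP rise read by TR-FRET after 30 min, 37C compound exposure (up to 58 uM) in RXFP1-transfected HEK293 cells with Ro 20174 present. EC50 from Hill-equation fits, with 29 nM porcine relaxin as 100% and buffer as basal.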
# D1 antagonist: antagonists of human D1 dopamine receptor. HEK293 TREx D1 cells, calcium flux, dopamine EC80; stronger effect = lower value. activity change, negative = inhibition, % at 10 µM. hit rate 3.2% among 360,000. AID 504652; in the data active means activity change below about -30%; further: on the % scale 0 is the no-effect control and ±100 the full control effect
#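 Compound effects on dopamine-evoked calcium signalling were measured in tetracycline-induced HEK293 Trex D1 cells. Dopamine at EC80 followed a 180 s compound pre-read, and fluorescence was tracked kinetically for 180 s more.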
# LDHA block: inhibitors of human lactate dehydrogenase A; purified LDHA, NADH/diaphorase-resazurin fluorescence; stronger effect = lower value; AID 1347041; hit rate 0.15% among 480,000; activity change, % (values are at about 110 or 230 µM); P00338; in the data active means activity change below about -30%; inconclusive means mostly about -25% to -30%;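 further: plate controls were DMSO wells for no effect and wells without enzyme for full effect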
#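 Human LDH5 (2 nM) was incubated with 0.06 mM NADH and 0.2 mM pyruvate for 5 min at room temperature in Tris pH 7.4. Remaining NADH was coupled through diaphorase/resazurin, and resorufin fluorescence was read at 0 and 20 min.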
# D2 PAM: D2 dopamine receptor (human) potentiation. P14416. HEK293 T-REx D2, calcium flux, EC20 dopamine potentiation. potentiation, % at 10 µM. hit rate 0.34% among 340,000. AID 485347;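 active means potentiation over 3 SD above the plate norm, cut at about 30% in these data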; further: 0% is about no effect
# Target sequence (P14416 whole entry, looked up): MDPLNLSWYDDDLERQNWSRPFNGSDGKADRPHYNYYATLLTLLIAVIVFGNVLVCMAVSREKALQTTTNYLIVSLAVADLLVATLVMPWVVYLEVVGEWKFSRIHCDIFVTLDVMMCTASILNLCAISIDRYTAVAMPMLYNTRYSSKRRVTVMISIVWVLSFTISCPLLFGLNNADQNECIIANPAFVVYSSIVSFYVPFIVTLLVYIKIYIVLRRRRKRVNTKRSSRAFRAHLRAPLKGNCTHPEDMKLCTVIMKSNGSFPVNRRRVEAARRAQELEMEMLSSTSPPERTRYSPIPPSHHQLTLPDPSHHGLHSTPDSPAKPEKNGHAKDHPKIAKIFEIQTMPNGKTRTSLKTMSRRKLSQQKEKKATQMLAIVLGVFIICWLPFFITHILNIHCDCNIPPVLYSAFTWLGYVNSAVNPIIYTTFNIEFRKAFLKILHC
#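 Potentiation of an EC20 dopamine calcium response measured kinetically over 180 s, after a preceding 180 s compound-only read flagging agonists. Cells: inducible Hek293 Trex D2 line, 4000/well, cultured overnight at 30 C before dye loading.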
# * hit, by the source's call; ? = inconclusive; / = no result given; & = joins results of further samples. Unless noted, the call rests on the fitted dose curve; in most records, active means well fitted curve in the direction sought with a large enough effect; inconclusive means small, poorly fitted or top-dose-only effect, or another doubt; inactive means no such curve, though single readings can be large; an effect the other way counts as inactive or inconclusive. Not all compounds are listed. The share of hits here may be higher or lower than overall.
SMILES,D1 potentiator,D1 agonist,GRP78 ERSR act,Vif-A3F inh,Vif-APOBEC3G blk,RXFP1 ag,D1 antagonist,LDHA block,D2 PAM
c1ccc(-c2nnc(SCc3ccncc3)o2)cc1,/,/,?,-17%,-1%,/,/,0,/
Fc1ccc(NC2=NCCS2)cc1Cl,-2,-1,-5%,-2%,-3%,1.4%,0,-1,-3
OC1(c2ccc(F)cc2)CCNC1 (stereo not drawn),-1,1,-4%,1%,0%,0.7%,14,-9,-7
CCOc1ccc(-n2c(O)c(N=Nc3c(C)n(C)n(-c4ccccc4)c3=O)c(=O)[nH]c2=O)cc1,0,10,-3%,-6%,-3%,-2.5%,6,3,8
O=C1CCCN1c1ccc(S(=O)(=O)O)cc1 (tested in a mixture with another compound),1,3,-5%,-12%,-4%,0.3%,0,-6,-1
O=C1NC(=S)NC(=O)C1=Cc1ccc(OCc2ccccc2)cc1,/,/,-1%,-15%,-1%,/,/,?,/
O=[N+]([O-])/C=C/c1c(Cl)cccc1Cl,/,/,-14%,3%,?,/,/,1,/
O=C(O)C1=CC2c3ccccc3C1c1ccccc12,2,2,-6%,-4%,-1%,0.7%,3,-4,-4
CCCNc1nc(OC)nc(N2CC3CC(C2)c2cccc(=O)n2C3)n1 (stereo not drawn),-5,7,0%,-7%,1%,1.8%,0,1,-1
CC(C)CCOP(N)(=O)Oc1ccccc1Cl (stereo not drawn),1,0,-4%,-1%,4%,1.5%,6,2,/
C=CC1CN2CCC1CC2[C@@H](OC(=O)c1ccc(OC)cc1)c1ccnc2ccccc12 (stereo partly drawn),-3,5,-5%,6%,3%,1.8%,11,-7,-8
CC[C@@]1(O)C(=O)OCc2c1cc1n(c2=O)Cc2cc3ccccc3nc2-1,-4,0,-8%&0%&-4%&-2%&-2%,/,3%,?,4,-7,8
C=C1C/C(=C/C)C(=O)O[C@@H]2CCN3CC=C(COC(=O)[C@]1(C)O)[C@H]23,-1,2,-5%,1%,-1%,0.0%,12,-5,15
Cc1ccc(OC(F)F)c(N2C(=O)C3C4CCC(O4)C3C2=O)c1 (stereo not drawn),1,2,-2%,3%,0%,-0.4%,13,-3,21
CC1=NOC2(C)Nc3ncnn3C(c3ccccc3)C12 (stereo not drawn),0,0,-5%,6%,-1%,2.6%,0,-8,3
CCOC(=O)c1cccc(C2=C(CNC(=O)c3ocnc3C)[C@H]3CC[C@@H](C2)N3Cc2ccccc2)c1,/,/,-6%,-14%,0%,/,/,-1,/
CN(C)CCn1cnc2ccccc21,1,4,-2%,-2%,0%,3.8%,10,-10,-3
CC1([N+](=O)[O-])COP(=O)(Nc2ccc(F)cc2)OC1 (stereo not drawn),/,/,-3%,4%,2%,/,/,-5,/
CC1CCOC(=O)C=CC=CC(=O)OC2CC3OC4C5OC5(C)C(O)CC4(COC(=O)C1O)C2(C)C31CO1 (stereo not drawn),/,/,-5%,-13%,-10%,/,/,-6,/
CC1CCC(C(C)C)C(OP(N)(=O)c2ccccc2)C1 (stereo not drawn),8,3,-2%,4%,-5%,-0.1%,2,2,7

# Sorted by molecular weight (descending): part of the list above.
SMILES,D1 potentiator,D1 agonist,GRP78 ERSR act,Vif-A3F inh,Vif-APOBEC3G blk,RXFP1 ag,D1 antagonist,LDHA block,D2 PAM
CCOC(=O)c1cccc(C2=C(CNC(=O)c3ocnc3C)[C@H]3CC[C@@H](C2)N3Cc2ccccc2)c1,/,/,-6%,-14%,0%,/,/,-1,/
CCOc1ccc(-n2c(O)c(N=Nc3c(C)n(C)n(-c4ccccc4)c3=O)c(=O)[nH]c2=O)cc1,0,10,-3%,-6%,-3%,-2.5%,6,3,8
CCCNc1nc(OC)nc(N2CC3CC(C2)c2cccc(=O)n2C3)n1 (stereo not drawn),-5,7,0%,-7%,1%,1.8%,0,1,-1

# The main list resumes with the seven entries that preceded the break.
SMILES,D1 potentiator,D1 agonist,GRP78 ERSR act,Vif-A3F inh,Vif-APOBEC3G blk,RXFP1 ag,D1 antagonist,LDHA block,D2 PAM
Cc1ccc(OC(F)F)c(N2C(=O)C3C4CCC(O4)C3C2=O)c1 (stereo not drawn),1,2,-2%,3%,0%,-0.4%,13,-3,21
CC1=NOC2(C)Nc3ncnn3C(c3ccccc3)C12 (stereo not drawn),0,0,-5%,6%,-1%,2.6%,0,-8,3
CCOC(=O)c1cccc(C2=C(CNC(=O)c3ocnc3C)[C@H]3CC[C@@H](C2)N3Cc2ccccc2)c1,/,/,-6%,-14%,0%,/,/,-1,/
CN(C)CCn1cnc2ccccc21,1,4,-2%,-2%,0%,3.8%,10,-10,-3
CC1([N+](=O)[O-])COP(=O)(Nc2ccc(F)cc2)OC1 (stereo not drawn),/,/,-3%,4%,2%,/,/,-5,/
CC1CCOC(=O)C=CC=CC(=O)OC2CC3OC4C5OC5(C)C(O)CC4(COC(=O)C1O)C2(C)C31CO1 (stereo not drawn),/,/,-5%,-13%,-10%,/,/,-6,/
CC1CCC(C(C)C)C(OP(N)(=O)c2ccccc2)C1 (stereo not drawn),8,3,-2%,4%,-5%,-0.1%,2,2,7
N=C1c2ccccc2CN1NC(=O)C1CC1,5,1,-1%,-3%,0%,1.2%,-6,-6,-6
CCCCn1c(NC(=O)c2ccco2)c(C(=O)OCC)c2nc3ccccc3nc21,-2,2,-3%,-23%,?,11%,-1,19,-3
COc1ccc(CCC(=O)N2C[C@H]3C[C@@H](C2)c2cccc(=O)n2C3)cc1,9,3,-2%,0%,1%,-0.1%,2,2,-1
CN1CCN(c2nccc3c2ncn3C)CC1,5,3,-5%,/,1%,1.2%,0,-3,-16
O=C(c1ccc(Cl)cc1)C1CCCN(Cc2ccc3ncccc3c2)C1 (stereo not drawn),-9,14,-8%,0%,6%,-0.5%,-8,-3,/
Cc1cc(OCC(=O)NC(Cc2ccc(Cl)cc2)C(=O)O)c2c3c(c(=O)oc2c1)CCCC3 (stereo not drawn),-4,0,-1%,-6%,1%,0.9%,2,-5,6
CCN(CC)S(=O)(=O)N1CCC(C(=O)N2CCC3(CC2)OCCO3)CC1,-6,2,9%,-9%,-5%,0.8%,-5,-11,3
Cc1ccc(OCC(=O)Nc2ccc(Cl)cc2C(=O)c2ccccc2)cc1,1&3,4&6,-2%&-4%,-8%&-5%,-2%&-6%,-1.5%&-0.1%,-1&-3,-16&-4,1&6
COC(=O)C1=C(c2ccc(OC)c(OC)c2)C[C@@H]2CC[C@H]1N2C(=O)NCCc1ccccc1,-2,4,3%,2%,-1%,0.7%,-11,1,-1
COC(=O)C1=C(c2ccc(-c3ccccc3)c(F)c2)C[C@@H]2CC[C@H]1N2C(=O)N1CCOCC1,1,0,-3%,6%,3%,0.9%,-8,1,8
Cc1ccc(-n2c(/C=C/c3ccc4c(c3)OCO4)nc3ccccc3c2=O)cc1,-1,1,/,/,/,2.9%,-10,/,-5
c1cncc(C2CCCCN2Cc2ccc3c(c2)OCO3)c1 (stereo not drawn),-2,1,1%,0%,-1%,-1.0%,-38*,3,6
Cn1cnc(CCN)c1,/,/,-4%&5%,7%,2%,/,/,0,/
O=C(Cc1ccccc1)OC(COCc1ccccc1)CN1CCOCC1 (stereo not drawn),-4,0,-3%,-1%,3%,-0.7%,-2,0,0
CCn1c(O)c(C=NCc2cccs2)c(=O)n(CC)c1=S,2,4,-6%,-5%,?,-2.7%,3,-3,14
CCCCCn1c(=O)c(C(=O)Nc2c(C)n(C)n(-c3ccccc3)c2=O)c(O)c2ccccc21,-2,3,-3%,/,0%,-0.3%,-27,-3,12
NS(=O)(=O)OC(CCc1ccccc1)C(Cl)(Cl)Cl (stereo not drawn),2,-1,0%,-2%,-3%,1.2%,-3,-5,7
COC(=O)C1=C(c2ccc(C(C)=O)cc2)C[C@@H]2CC[C@H]1N2C(=O)NCCCOC(C)C,2,-2,-6%,-3%,0%,0.5%,/,0,18
Cc1ccc(CN2C3CCCC2CC(NC(=O)Nc2cccc(F)c2)C3)cc1 (stereo not drawn),-6,30*,-2%,-4%,0%,1.5%,-42*,2,-28
CCCNC(=O)N1C2CCC1CC(O)(c1cccnc1)C2 (stereo not drawn),-7,0,-7%,3%,5%,1.9%,8,-3,-7
CCOC(=O)C(O)(c1cn(C)c2ccccc12)C(F)(F)F (stereo not drawn),-8,0,-2%,-10%,-7%,0.2%,6,2,-16
COc1cc2[nH]c(=O)n(-c3cccc(Cl)c3)c(=O)c2cc1OC,1,2,-3%,2%,-1%,0.2%,-12,-3,-7
Cn1c(=O)cc(SCC(=O)N2CCC3(CC2)OCCO3)c2ccc(Cl)cc21,0,0,-1%,-1%,-6%,8.4%,9,0,-9
NCCNc1ccc([N+](=O)[O-])c2cccnc12,-7,2,-3%,1%,0%,-3.9%,0,-1,10
Clc1cc(Cl)cc(NC2=NCCS2)c1,3,8,0%,4%,3%,0.6%,5,-9,7
CCc1cc(=O)oc2c(C)c(OCC(=O)N3C[C@H]4C[C@@H](C3)c3cccc(=O)n3C4)ccc12,1,0,-2%,-6%,1%,7.2%,5,0,-14
C#CC[N+]1(C)C2CCC1CC(O)C2 (stereo not drawn),-3,2,-3%,2%,3%,-1.0%,-2,2,-2
CC(C)CN1CCN(Cc2c(F)cccc2Cl)CC1CCO (stereo not drawn),-2,3,-5%,-1%,1%,-0.6%,-5,-3,3
CN1CCN(Cc2ccc(OC(F)(F)F)cc2)CC1,5,-1,-5%,-3%,-2%,-0.2%,2,1,-4
CNC(=O)N(C)c1nnc(C(C)(C)C)s1,-3,1,-6%&0%,4%,1%,-0.2%,10,-6,-8
Cn1c(O)c(C=NCCCNC2CCCCC2)c(=O)n(C)c1=O,-1,0,-1%,1%,-1%,1.7%,-7,-2,4
COc1ccc(CNCCc2ccc(Cl)cc2)c(OC)c1OC,0,20,-4%,2%,-8%,-0.4%,-70*,-18,-1
